TCR act = T cell receptor activation; primary human leukocytes, anti-CD3, IL-2 HTRF, 48 h; Potency, µM (titrated, usually from 9.22 µM), for the others: at the top dose activation of IL-2 secretion, most hits filed as activators; 330,000 tested, under 10 active; AID 504894; active = well fitted activation curve with a large enough effect; inconclusive = small, poorly fitted or top-dose-only effect, or another doubt; inactive = no such curve, though single readings can be large or run the other way; note: % of control where 0% means no effect
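Primary human leukocytes incubated 48 hr with anti-CD3 beads plus compound, without co-stimulation. Secreted IL-2 measured by HTRF (europium cryptate/d2 anti-IL-2 pair, 320 nm excitation, 665 nm emission).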
PTAP TSG101 blk = blocks PTAP/TSG101 interaction to inhibit HIV-1 budding; Fluorescence polarization, FITC-PTAP peptide / Tsg101 binding; Potency, µM (titrated, usually from 115 µM), without a hit: top-dose activity change, negative = inhibition, actives largely listed as inhibitors; 340,000 tested, under 10 active; AID 493005; active = well fitted inhibition curve with a large enough effect in the main read-out, with a control signal flat, not every such curve was filed as active; inconclusive = small, poorly fitted or top-dose-only effect, or effect the other way, or a change in a side signal; inactive = no such curve, though single readings can be large or run the other way; note: potency is the fitted concentration of half-maximal effect; % of control where 0% means no effect
Target sequence (Q99816 whole entry, looked up): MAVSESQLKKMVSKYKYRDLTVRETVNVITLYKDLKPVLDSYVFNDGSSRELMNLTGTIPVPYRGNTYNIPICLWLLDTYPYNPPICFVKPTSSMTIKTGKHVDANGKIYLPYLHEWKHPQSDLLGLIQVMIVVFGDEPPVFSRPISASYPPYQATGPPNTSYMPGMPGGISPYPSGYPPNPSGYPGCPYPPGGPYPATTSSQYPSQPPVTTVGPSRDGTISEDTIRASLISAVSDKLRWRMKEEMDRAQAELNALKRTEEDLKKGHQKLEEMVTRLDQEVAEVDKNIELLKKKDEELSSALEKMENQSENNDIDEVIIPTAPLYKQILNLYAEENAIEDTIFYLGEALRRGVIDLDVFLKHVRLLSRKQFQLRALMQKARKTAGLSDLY
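Compounds were pin-transferred onto Tsg101 binding domain (10 uM final) in HEPES pH 7.5 buffer, then FITC-PTAP peptide was added at 50 nM final. After 20 min at RT, polarization reported peptide displacement across a qHTS concentration series.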
uPA generation = inhibitors of cell surface uPA generation | cell surface uPA generation assay, qHTS | Potency, µM (series often up to 38.3 µM), without a hit: at the top dose activity change, negative = inhibition, usual class: inhibitors | 330,000 compounds, 0.31% hits | AID 540303; active = well fitted inhibition curve with a large enough effect; inconclusive = small, poorly fitted or top-dose-only effect; inactive = no such curve, though single readings can be large or run the other way; tested in mouse RAW 264.7 cells; note: potency is the fitted concentration of half-maximal effect; % is set by controls: 0 for no effect and ±100 for the full control effect; nearly all actives have a fitted effect of over 55% in size
Active calls of the source: *; ? = inconclusive.

Below each compound: TCR act, PTAP TSG101 blk, uPA generation
1: COc1cc2cc(c1Cl)N(C)C(=O)CC(OC(=O)C(C)N(C)C(C)=O)C1(C)OC1C(C)C1CC(O)(NC(=O)O1)C(OC)C=CC=C(C)C2 (stereo not drawn)
    -8%, -4%, -9%
2: CCCCn1cnc2c(SCc3ccccn3)nc(N)nc21
    8%, -9%, -5%
3: Cn1c(NCC(O)c2ccccc2)nc2c1c(=O)n(Cc1ccc(Cl)c(Cl)c1)c(=O)n2C (stereo not drawn)
    11%, 0%, -2%
4: COc1cccc(CN2CCN(C(=O)c3cc(-c4ccncc4)nc4ccc(C)cc34)CC2)c1
    -5%, -2%, -7%
5: O=c1[nH]c(=S)c2[nH]c(=S)n(-c3ccccc3)c2[nH]1
    -8%, -6%, 3%
6: CCN1CCN(c2ccc(S(=O)(=O)N3CCCCC3)cc2NC(=O)/C=C/c2ccc(Cl)cc2)CC1
    -3%, 0%, -8%
7: C=CCn1nc(-c2ccccc2)cc1C(=O)OCC
    4%, -9%, 16%
8: Cc1ccc(-c2cc3nc4c(c(=O)n3[nH]2)CCCC4)cc1
    0%, -5%, -2%
9: O=C(N/N=C/c1ccccc1)c1cccc2ccccc12
    -3%, -2%, -2%
10: CCOC(=O)c1sc(=S)[nH]c1C
    -9%, 0%, -1%
11: COCC(=O)N(C)[C@H]1C[C@H]2c3cc(N4CCN(C)CC4)ccc3CCN2C(=O)[C@H]1[C@H](C)O
    -16%, 4%, 3%
12: CCCCn1c(N)c(N(Cc2ccccc2OC)C(=O)CSCC(=O)Nc2ccc(C)cc2)c(=O)[nH]c1=O
    -3%, -4%, 5%
13: COC(=O)/C=C\C(C#N)(C#N)N=Cc1ccc(OC)cc1
    5%, -2%, -10%
14: OCC1OC(n2cnc3c(NCc4ccco4)ncnc32)C(O)C1O (stereo not drawn)
    -54%, 0%, -9%
15: COc1ccc(S(=O)(=O)N2CCOCC2)cc1NC(=O)COC(=O)CCS(=O)(=O)c1ccc(C)cc1
    -5%, -2%, -3%
16: O=C1NC2(c3ccccc3)NC(=O)NC2(c2ccccc2)N1 (stereo not drawn)
    -1%, 1%, 3%
17: O=c1cc(-c2ccccc2)n(S(=O)(=O)c2ccc3ccccc3c2)o1
    3%, -2%, -1%
18: Cc1ccc(C(=O)N2[C@@H]3CN(C)C(=O)[C@@]2(C)[C@H]2C(=O)N(Cc4ccccc4)C(=O)[C@@H]32)cc1
    -7%, -3%, -4%
19: O=C(NCc1ccccn1)C1CC(=O)N(C2CCCC2)C1 (stereo not drawn)
    0%, -8%, -2%
20: O=C1CCCc2ccc3ccccc3c21
    -3%, -2%, 2%

Whole records, looked up by structure:
O=c1cc(-c2ccccc2)n(S(=O)(=O)c2ccc3ccccc3c2)o1 is listed with TCR act = 3%; PTAP TSG101 blk = -2%; uPA generation = -1%
O=C1CCCc2ccc3ccccc3c21 is listed with TCR act = -3%; PTAP TSG101 blk = -2%; uPA generation = 2%
O=C(NCc1ccccn1)C1CC(=O)N(C2CCCC2)C1 (stereo not drawn) is listed with TCR act = 0%; PTAP TSG101 blk = -8%; uPA generation = -2%

Remaining list, next part
Below each compound: TCR act, PTAP TSG101 blk, uPA generation
21: CCN(C(=O)CSc1nnc(-c2ccc(OC)cc2)n1N)c1c(N)n(Cc2ccccc2)c(=O)[nH]c1=O
    5%, -1%, 13%
22: COc1ccc(C(=O)c2ccc(Cl)cc2)c(OC)c1OC
    -3%, -1%, 1%
23: S=C(NCc1ccco1)NCc1ccco1
    3%, 1%, -2%
24: CN(Cc1ccccc1)Cc1nc2c(c(=O)n(C)c(=O)n2C)n1CCc1ccccc1
    5%, -3%, 4%
25: CC(C)(C)NC(=O)[C@@H]1CN(Cc2cccnc2)CCN1C[C@@H](O)C[C@@H](Cc1ccccc1)C(=O)N[C@H]1c2ccccc2C[C@H]1O
    4%, 0%, -12%
26: CCCCCn1c(=O)[nH]c2cc(C(=O)NCCN3CCOCC3)ccc2c1=O
    2%, -4%, 0%
27: O=C(CCN1C(=O)S/C(=C\c2ccccc2)C1=O)N1CCOCC1
    6%, -4%, 2%
28: COC(=O)/C=C1/SC(=NC(=O)c2ccc(Cl)cc2)NC1=O
    -3%, -15%, 0%
29: COc1ccc(-c2ccc3oc(-c4ccc(OC)cc4)c(-c4ccc(OC)cc4)c3c2)cc1
    -6%, 0%, -1%
30: O=C1N[C@@H](Cc2cn(S(=O)(=O)c3ccccc3)c3ccccc23)C(=O)N[C@H]1Cc1ccccc1
    4%, 2%, 2%
31: Cc1cc(C)nc(SCC(=O)N2CCc3ccccc32)n1
    1%, 1%, 0%
32: CC(=O)C[C@H]1c2cc(C(F)(F)F)ccc2S(=O)(=O)N1c1ccccc1
    11%, -15%, ?
33: O=C(NNC(=O)c1cccc2ccccc12)c1cccc(F)c1
    -2%, -9%, 0%
34: CCCCN(CCCC)CCCNC(=O)C1CC(c2cc(C(F)(F)F)cc(C(F)(F)F)c2)=NO1 (stereo not drawn)
    1%, -5%, 22%
35: O=C(O)c1ccc(C=NNC(=O)c2cccc3ccccc23)cc1
    -3%, -2%, 2%
36: O=C1C=C(O)c2[nH]c(=O)ccc2C1=O
    0%, -7%, 11%
37: CS(=O)(=O)N1c2ccccc2[C@]2([C@@]34C[C@H]5C(=O)N[C@@H](Cc6ccccc6)C(=O)N5[C@@H]3N(S(C)(=O)=O)c3ccccc34)C[C@H]3C(=O)N[C@@H](Cc4ccccc4)C(=O)N3[C@H]12
    -4%, -11%, 2%
38: CCCCN(C(=O)c1ccc(N(C)S(=O)(=O)c2ccc(C)cc2)cc1)c1c(N)n(CC(C)C)c(=O)[nH]c1=O
    3%, -3%, 26%
39: O=C(NC(=S)NCc1ccccc1)c1ccc(Br)cc1
    0%, 2%, -1%
40: COc1ccc(-c2ccc3c(c2)C2CC3CCN2C(=O)OCc2ccccc2)cc1 (stereo not drawn)
    2%, -4%, -10%
41: CC(C)(C)c1cc(CCC(=O)Nc2ccncc2)cc(C(C)(C)C)c1O
    6%, -3%, ?
42: COC1CCC2(C)C(=CCC3C4CC(O)CC4(C)CCC32)C1 (stereo not drawn)
    -7%, 0%, 0%
43: O=c1[nH]c(NCCO)c(N=Cc2ccccc2)c(=O)[nH]1
    -3%, -7%, 1%
44: Cc1ccc(S(=O)(=O)N(C)c2ccc(OC(=O)CN3C(=O)NC(C)(c4ccccc4)C3=O)cc2)cc1C (stereo not drawn)
    2%, 0%, 3%
45: Cc1c(C(=O)NCCN2CCOCC2)sc2nc(-c3ccc(F)cc3)cn12
    -25%, -7%, -2%
46: CC(=O)C1(O)C(C)CC2C3CC=C4CC(O)CCC4(C)C3CCC21C (stereo not drawn)
    8%, -4%, 5%
47: COc1ccc(CCN(C)C2CCCN(S(=O)(=O)N(C)C)C2)cc1OC (stereo not drawn)
    -1%, -2%, 0%
48: Cc1cc2nccnc2cc1C
    2%, -3%, -1%
49: CC12C=CC(=O)C=C1C(F)CC1C3CCC(O)(C(=O)CO)C3(C)CC(O)C12F (stereo not drawn)
    1%, -10%, 5%
50: COc1ccc(S(=O)(=O)N2CCN(Cc3cc4c(cc3Br)OCCO4)CC2)cc1
    2%, 0%, 9%
51: COc1ccc(OCC(=O)N/N=C/c2cccc3cccnc23)cc1
    4%, 0%, ?
52: CN(C(=O)c1ccc(NC(=O)Cc2cccc(NC(=O)C3CCN(C(=O)C4CC4)CC3)c2)cc1)C1CC1
    0%, -1%, ?
53: CCN1CCN(c2ccc(S(=O)(=O)N3CCOCC3)cc2NC(=O)CC(NC(C)=O)c2ccccc2)CC1 (stereo not drawn)
    -4%, -7%, -7%
54: COc1cccc(C(=O)NN2CCOCC2)c1
    0%, -8%, 4%
55: COc1ccccc1C=C1SC(=S)NC1=O
    -4%, -7%, 3%
56: Cc1ccccc1OCCC(=O)Nc1cc(S(=O)(=O)N2CCCCC2)ccc1N1CCN(C)CC1
    -1%, 0%, 5%
57: CCOc1ccc(CCN2C(=S)N([C@@H](CC(C)C)CN3CCCC3CN3C(=S)NC[C@@H]3Cc3ccc(O)cc3)C[C@@H]2Cc2ccccc2)cc1 (stereo partly drawn)
    5%, 1%, 3%
58: C(=NOCc1ccccc1)c1cccnc1
    0%, 0%, 1%
59: CCCNC(=O)C1(CC2CC(c3ccccc3)=NO2)CCN(C(=O)OC(C)(C)C)CC1 (stereo not drawn)
    0%, 1%, -2%
60: COc1cc(NCCCNC(C)C)c2nccc(C)c2c1
    -5%, -6%, 3%
61: CCOC(=O)[C@@H]1[C@H]2COc3ccccc3[C@@H]2N2C(=O)N(c3ccc(OC)cc3)C(=O)[C@]12C
    -4%, 1%, 4%
62: CC(C)c1nc2oc3c(NCc4ccccn4)ncnc3c2c2c1COC(C)(C)C2
    -3%, 0%, -4%
63: N#Cc1ccc2c(c1)nnn2-c1ccccc1
    1%, 0%, 7%
64: COC(=O)c1ccc(CSc2ccc3nnc(-c4ccc(OC)c(OC)c4)n3n2)o1
    8%, 1%, 6%
65: CCOC(=O)C(CO)NC(=O)C1(NC(C)=O)CCCC1 (stereo not drawn)
    -10%, -4%, -1%
66: Cn1c(SCc2ccccc2F)nc2ccccc2c1=O
    6%, -1%, 3%
67: COc1ccc(C)cc1NS(=O)(=O)c1ccccc1
    -4%, 0%, -9%
68: O=C(Nc1ccccc1)N1CCN(c2ccccc2)CC1
    -5%, 1%, -4%
69: COc1ccc(CN(C)C(=O)C(CCSC)NS(=O)(=O)c2ccc3c(c2)OCCO3)c(OC)c1OC (stereo not drawn)
    -1%, -8%, -8%
70: OC(c1ccccn1)C(O)c1ccccn1 (stereo not drawn)
    5%, -3%, 6%

Additional results.
Below each compound: TCR act, PTAP TSG101 blk, uPA generation
71: O=C(Cc1ccc(Br)cc1)NCCc1ccccc1
    0%, 0%, 3%
72: CC12CCCCC1C(C(N)=O)C(=O)O2 (stereo not drawn)
    -4%, -3%, 4%
73: COc1ccccc1NS(=O)(=O)c1cc(NC(=O)CN2C(=O)NC3(CCCCC3)C2=O)ccc1C
    -8%, -9%, ?
74: Nc1cccc2c(O)cc(S(=O)(=O)O)cc12
    2%, ?, 7%
75: Cc1cn(CC(=O)NCCNc2ccc([N+](=O)[O-])cn2)c(=O)[nH]c1=O
    9%, -1%, 7%
76: Cc1cccc2c1CCCC2=O
    0%, -1%, 9%
77: CC1=CC(c2ccc(Cl)cc2)n2ncnc2N1 (stereo not drawn)
    -3%, -5%, 9%
78: O=C(O)C1=C[C@@H](c2ccc(Br)cc2)C[C@@H](OCCCCO)O1
    1%, -10%, 5%
79: O=C(Nc1ccccc1Br)c1cccc2ccccc12
    -6%, 1%, 0%
80: CN(C)CC/C=C1/c2ccccc2CS(=O)(=O)c2ccccc21
    8%, -1%, 6%

Two records drawn at random from the list so far:
Below each compound: TCR act, PTAP TSG101 blk, uPA generation
80: CN(C)CC/C=C1/c2ccccc2CS(=O)(=O)c2ccccc21
    8%, -1%, 6%
71: O=C(Cc1ccc(Br)cc1)NCCc1ccccc1
    0%, 0%, 3%

Next section.
Below each compound: TCR act, PTAP TSG101 blk, uPA generation
81: CCC1C(c2ccccc2)=CCC(C(=O)O)C1C (stereo not drawn)
    11%, -9%, -8%
82: CC(C(O)c1cc(=O)c(OCc2ccccc2)co1)[N+](=O)[O-] (stereo not drawn)
    -1%, 0%, 1%
83: O=C(CN1C(=O)c2ccccc2C1=O)NCC(=O)Nc1ccccc1
    2%, -3%, 1%
84: COc1ccc(-c2ccc3c(c2)C2CC3CCN2Cc2ccc(OC(F)(F)F)cc2)cc1 (stereo not drawn)
    0%, 2%, -19%
85: COc1cccc(C2c3cc4c(cc3OC(NNC(N)=O)C2C)OCO4)c1O (stereo not drawn)
    10%, -3%, -11%
86: COc1ccc(C(=O)CC(=O)c2ccccc2)cc1
    6%, 0%, -2%
87: CC12C=CC(=O)C=C1CCC1C3CCC(O)(C(=O)CO)C3(C)CC(O)C12F (stereo not drawn)
    -3%, -4%, 10%
88: Cn1c(=O)oc2ccccc2c1=O
    -1%, 3%, 1%
89: N#Cc1ncccc1CCc1cccc(Cl)c1
    -5%, -1%, -4%
90: CCC[C@@H]1CCCO[C@@](C(=O)NCCN2CCOCC2)(C(F)(F)F)C1
    -3%, 0%, 4%
91: O=C(CN1CCOc2ccccc21)NC1CCCCCCC1
    0%, -1%, 0%
92: Cc1ccc(S(=O)(=O)N2CC=C(N)N2)cc1
    4%, -2%, 1%
93: CCCCn1c(N)c(N(C(=O)CSc2nncn2-c2ccccc2)C2CCCC2)c(=O)[nH]c1=O
    2%, 1%, 4%
94: COc1ccc(N2CCN(Cc3nc4c(c(=O)n(C)c(=O)n4C)n3Cc3ccccc3C)CC2)cc1
    8%, -5%, 11%
95: O=C(c1ccc(OC2CCN(CCCc3ccccc3)CC2)cc1)N1CCCC1
    0%, 0%, -4%

A portion of the library; count on the stated rates, not on these rows.
